Granule exo inh – blocks lytic granule exocytosis | TALL-104 LAMP-1 surface exposure, flow cytometry; cells stimulated with thapsigargin and PMA | AID 651702 | inhibition, % at 10 µM | 360,000 compounds, 0.66% hits;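 active = inhibition above about 55%, limit read from the data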
ABCB6 inh 2 – human ABCB6 transporter inhibition; K562-ABCB6 porphyrin accumulation, flow cytometry, 1 h; hits give low values; fluorescence ratio to DMSO, % at 10 µM; 360,000 compounds, 0.19% hits;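 active = fluorescence ratio to DMSO below 75%, the collection mean minus 3 SD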;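 also: signal is porphyrin accumulated inside mitochondria; 100% equals median channel fluorescence of DMSO control wells; lower ratio means ABCB6 inhibition with less porphyrin fluorescence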
N-glyco inh – blocks N-linked glycosylation in D54 reporter cells. reporter increase, % at 12.5 µM. 360,000 compounds, 0.23% hits. D54 ERlucT glycosylation luciferase reporter, 24 h; percent of 100 nM tunicamycin response;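 active = mean luciferase reporter signal, scaled so untreated is 0 and the glycosylation-blocking control 100, at or above a set limit in every replicate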;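 also: luciferase carries N-glycosylation sites so blocking glycosylation raises the light; 0% = median of neutral control wells and 100% = median of 100 nM tunicamycin wells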
ABHD5-PLIN5 inh – inhibitors of human ABHD5-perilipin-5 interaction. AID 602281. 360,000 compounds, 0.78% hits. Q00G26+Q8WTS1. inhibition, % at 4 µM. Split G. princeps luciferase complementation, luminescence, 4 h;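 active = inhibition above the mean inhibition across every tested compound plus 3 SD, cut at about 22% in these data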;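 also: 0% = DMSO only wells and the 100% control is not disclosed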
Target sequence (Q00G26 whole entry, looked up): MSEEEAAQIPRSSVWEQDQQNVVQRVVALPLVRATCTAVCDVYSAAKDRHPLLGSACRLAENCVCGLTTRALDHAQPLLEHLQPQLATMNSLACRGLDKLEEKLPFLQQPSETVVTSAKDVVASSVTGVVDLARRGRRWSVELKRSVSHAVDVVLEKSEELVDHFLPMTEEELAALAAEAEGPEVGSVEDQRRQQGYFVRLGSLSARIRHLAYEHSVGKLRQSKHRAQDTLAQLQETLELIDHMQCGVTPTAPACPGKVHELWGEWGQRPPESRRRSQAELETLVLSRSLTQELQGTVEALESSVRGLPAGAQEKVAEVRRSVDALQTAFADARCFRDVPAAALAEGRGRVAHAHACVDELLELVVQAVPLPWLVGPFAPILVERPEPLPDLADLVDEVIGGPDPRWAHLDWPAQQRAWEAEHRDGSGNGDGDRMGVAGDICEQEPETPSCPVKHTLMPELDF
Target sequence (Q8WTS1 whole entry, looked up): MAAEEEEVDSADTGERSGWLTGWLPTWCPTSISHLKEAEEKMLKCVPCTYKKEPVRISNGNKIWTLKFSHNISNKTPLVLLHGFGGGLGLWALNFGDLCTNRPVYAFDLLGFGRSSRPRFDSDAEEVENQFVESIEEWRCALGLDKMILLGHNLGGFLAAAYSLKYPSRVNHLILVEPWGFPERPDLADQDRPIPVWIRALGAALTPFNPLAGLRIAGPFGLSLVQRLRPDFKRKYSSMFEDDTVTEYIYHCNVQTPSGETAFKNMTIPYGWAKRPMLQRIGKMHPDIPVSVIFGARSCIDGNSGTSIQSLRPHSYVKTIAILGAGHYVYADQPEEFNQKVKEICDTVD
MC4R ag barr – human MC4R agonism via beta-arrestin | activation, % at 8.9 µM | P32245 | U2OS MC4R beta-arrestin complementation, luminescence; percent of melanotan II response, DMSO zero | 360,000 compounds, 0.98% hits;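 active = activation above a per-plate cutoff, the mean activation of sample wells on that plate plus 3 SD, cut at about 8% in these data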
Vif inh – inhibitors of HIV Vif | HEK293T cells, Vif self-association by quenched fluorescence, imaging, 24 h | inhibition, % at 7.49 µM | 340,000 compounds, 0.35% hits | AID 602346; in the data active = inhibition above about 50%, passing the limit was not always enough; also: some results filed as inactive read as strong as hits
TLR9-MyD88 block – inhibitors of human TLR9-MyD88 binding | 340,000 compounds, 0.21% hits | inhibition, % at 4.98 µM | Q9NR96+Q99836 | CHO BLA complementation TLR9-MyD88, CCF4 FRET ratio;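 active = inhibition above the mean over all tested compounds plus 3 SD, cut at about 21% in these data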;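 also: 0% = DMSO only wells and 100% = clavulanate BLA inhibitor control wells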
MC4R antag cAMP – antagonists of human melanocortin 4 receptor (MC4R) | 360,000 compounds, 0.48% hits | MC4R-expressing cells, MTII-stimulated cAMP, LANCE TR-FRET | inhibition, % at 6.5 µM | AID 540295;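 active = inhibition above its plate's cutoff, the mean of tested wells on that plate plus 3 SD, cut at about 29% in these data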;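 also: 0% = Melanotan II alone and 100% = Melanotan II plus saturating MCL0020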
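Assay system: U2OS cells stably expressing human melanocortin 4 receptor (MC4R) / Dosing: 6.5 µM / Timing: compound 30 min, challenge 1 h, detection 1 h / Measured by: Eu-cAMP/anti-cAMP TR-FRET, emission 671 nm / Replicates: singlicate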
NOD2 RIPK2 PPI – blocks binding of human NOD2 to RIPK2; O43353; CHO BLA complementation NOD2-RIPK2, CCF4 ratio; inhibition, % at 4.98 µM; 360,000 compounds, 0.38% hits; AID 624267; in the data active = inhibition above about 21%;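 also: 0% = vehicle only and 100% = reference blocker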
aDG glyco up – increases alpha dystroglycan glycosylation; Pro5-aDG cells, alpha-DG glycosylation AlphaScreen (IIH6); 0% Pro5, 100% B10-LARGE cell signal; activation, % at 10 µM; AID 624168; 360,000 compounds, 0.22% hits;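 active = activation of at least 8% versus controls, or a plate z-score of at least 8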;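 also: Pro5 are CHO cells carrying HIG-tagged alpha-DG that lacks glycosylation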
* marks the source's active call; other numbers are inactive results; · = not tested or not shown. Only part of the results is shown, so the mix of outcomes need not match the whole.

SMILES	Granule exo inh	ABCB6 inh 2	N-glyco inh	ABHD5-PLIN5 inh	MC4R ag barr	Vif inh	TLR9-MyD88 block	MC4R antag cAMP	NOD2 RIPK2 PPI	aDG glyco up
Cc1ccc(/C=c2\sc3nc(-c4cccnc4)nn3c2=O)cc1	-3	96	0	-2	-0.8	-1	5	1	10	0.0
O=[N+]([O-])c1cc(S(=O)(=O)Nc2ccccc2)ccc1NCc1cccnc1	4	105	0	2	1.1	-1	-1	16	0	0.0
CC(C)(C)n1nc2c(c1NC(=O)Cc1cccc3ccccc13)CS(=O)C2 (stereo unspecified)	-2	101	0	-11	-0.3	-7	3	12	-5	0.0
CCSc1nnc(NC(=O)c2ccc(F)c(S(=O)(=O)N3CCOCC3)c2)s1	4	102	0	-1	-1.2	-5	7	2	-8	0.0
CCCCOc1ccc(N2C(=O)C(C)CNC2=S)cc1 (stereo unspecified)	-8	96	1	4	-2.0	5	2	10	-1	0.1
CCOc1ccc2nc(NC(=O)C3CCN(c4cnccn4)CC3)sc2c1	1	94	-4	9	-0.4	-9	-9	-1	-1	-0.1
COC(=O)c1sc(NC(=O)c2ccco2)nc1C	-5	105	2	-2	0.5	-8	4	1	-17	0.1
O=C(COc1ccc(Cl)cc1)OCC(=O)N1CCOCC1	-14	98	2	5	-0.1	3	-20	-1	-9	0.1
COc1ccc(C(=O)c2coc3ccc(O)cc23)cc1	2	99	-15	-12	-2.4	-11	-6	13	8	0.1
O=C(c1ccc(C(F)(F)F)cc1)N1CCC(=O)N([C@H](COCc2ccccc2)Cc2ccccc2)CC1	-1	97	·	-1	·	·	·	·	2	0.0
COC(=O)Cn1c(=O)c2c(n(Cc3ccccc3)c1=O)N/C(=C/c1ccc(Br)cc1)C2=O	1	103	1	-4	-0.1	2	0	2	-6	-0.1
NC(=O)c1nsc(C(=O)N(CC(=O)NC2CCCC2)Cc2ccc3c(c2)OCO3)c1N	-2	98	1	-8	1.3	-4	6	4	-7	0.5
CCc1c(C)nc(N)c(C#N)c1-c1ccccc1	3	100	-2	2	-1.3	14	1	-2	6	0.4
COc1ccc(C(=O)COC(=O)c2ccc(-n3cnnn3)cc2)c(OC)c1	-15	102	0	-4	13*	8	1	11	-5	-0.2
O=C(c1cc(C2CCCCN2S(=O)(=O)c2cccs2)on1)N1CCOCC1 (stereo unspecified)	13	99	1	2	-1.8	5	·	13	-2	0.0
Cc1cc(C)n2nc(C(=O)Nc3ccc4c(c3)OCO4)nc2n1	0	90	2	0	0.4	-5	5	-5	-2	-0.3
O=C(CCS(=O)(=O)c1cccc2nonc12)N1CCOCC1	0	99	2	1	2.5	-5	1	0	-5	-0.2
COc1cc(C(=O)Nc2cccc(-c3nnc(-c4ccco4)o3)c2)ccc1OC(C)=O	5	88	5	6	0.1	0	2	4	-3	-0.7
Cc1ccc2c(c1)[nH]c1c(=O)n(Cc3ccco3)cnc12	-2	91	3	2	-0.1	-3	-1	4	-5	0.1
Nc1c(Cl)cc(-c2cn(CCC(=O)O)c(-c3ccncc3)n2)cc1Cl	3	112	0	-6	-0.8	5	-2	-6	-1	0.1
CC1=C(C(=O)OCC2CCCO2)C(c2ccccc2Cl)NC(=O)N1 (stereo unspecified)	-4	99	2	-3	-0.4	-4	-12	6	-4	-0.2
Cc1ccc(/C=C/C(=O)N2CCc3ccccc32)o1	38	101	-10	24*	2.4	1	-2	-1	1	-0.3
Cn1c(=O)c2c(ncn2Cc2cc(-c3ccccc3)no2)n(C)c1=O	2	102	1	-4	-0.9	-3	-7	-1	-3	0.4
CCOC(=O)C1CCN(C(=O)c2ccco2)CC1	-6	104	2	6	-1.4	8	3	7	-1	-0.3
Cc1ccc(C)c(S(=O)(=O)Nc2ccc(O)c(Sc3ncn[nH]3)c2)c1	-2	96	0	0	0.2	-1	-3	6	2	0.0
CC(=O)N1c2ccc(S(=O)(=O)N3CCCC3C(=O)Nc3ccc(C)cc3)cc2CC1C (stereo unspecified)	1	96	1	8	-1.0	4	-11	12	-13	-0.1
CCC(=O)NCc1ccc(-c2nc3ncccc3o2)cc1	0	97	2	0	0.2	6	7	8	-1	0.6
COc1ccc(C(=O)OCc2c(F)cccc2Cl)cc1S(=O)(=O)N1CCOCC1	-11	97	-3	-6	4.2	-3	7	8	1	0.3
CC1Cc2nc(SCC(=O)NCC3CCCO3)n(-c3ccc(F)cc3)c(=O)c2S1 (stereo unspecified)	-1	99	2	4	1.5	7	-3	-2	-5	0.0
COC(=O)c1ccccc1NC(=O)NCCc1ccc(OC)c(OC)c1	2	96	-1	2	-1.5	-7	11	-6	-17	0.0
Cc1cc[n+](-c2nc3ccccc3nc2[N-]S(=O)(=O)c2ccccc2)cc1	-8	105	1	4	-1.5	-3	-7	-1	-9	-0.1
CSc1nn2c(C)c(C)c(C)nc2c1C#N	1	94	1	-2	0.5	-12	0	2	-12	0.2
C=CCSc1nc2ccccc2n1S(=O)(=O)c1ccc(Cl)cc1	-2	99	6	3	-1.1	-7	0	2	-4	0.3
O=C(NCc1ccco1)C1CCN(C(=O)c2ccc(Cl)cc2Cl)CC1	-6	102	0	6	-2.7	16	1	6	-12	0.3
CN(C)C(=S)Nc1ccc(Cc2ccncc2)cc1	-3	95	1	-7	-0.4	-7	0	1	2	0.0
O=C(O)C1C2CCC(C2)C1C(=O)NCCc1ccccc1 (stereo unspecified)	0	107	2	-3	-1.0	7	-4	14	-14	0.0
Nc1nc(SCc2ccc(Br)cc2)c2ncn(C3OC(CO)C(O)C3O)c2n1 (stereo unspecified)	0	96	1	3	-0.6	8	-13	0	-7	0.1
C=CCn1c(O)c(N=NC(=O)OCC)c2ccccc21	3	95	2	1	1.1	-1	-4	-7	-14	-0.1
O=C(Nc1cccc(C(=O)O)c1)Nc1cccc2ccccc12	-1	100	0	6	-0.2	·	0	-1	-1	-0.1
CC(OC(=O)c1cc(=O)c2ccccc2o1)C(=O)Nc1ccc(N(C)C)cc1 (stereo unspecified)	1	106	1	8	-0.5	·	-15	2	9	0.2
OC(c1ccccc1)c1ncc(-c2ccccc2Cl)[nH]1 (stereo unspecified)	5	105	-1	-6	-2.2	·	·	-12	-3	-0.2
CCOC(=O)CC(=O)CSc1ncc(C(=O)OCC)c(N)n1	-2	95	2	-2	-1.5	-2	-17	4	-4	0.2
CC1(NC(=O)/C=C/c2nc3ccccc3s2)CCS(=O)(=O)C1 (stereo unspecified)	-2	101	-2	-3	-0.9	3	-5	-5	-9	0.3
COc1cccc(NC(=O)N2CCC(NC(=O)C(Cc3cccc(C)c3)NC(C)=O)CC2)c1 (stereo unspecified)	-4	102	-1	-4	-0.2	0	-8	12	-4	0.1
COc1ccc(N=Cc2c(O)ccc3ccccc23)cc1	3	100	2	-3	0.1	-2	6	0	-17	-0.2
COc1cc(C(=O)NCc2nnc(SCC(=O)c3ccc(Cl)cc3)o2)cc(OC)c1OC	1	96	2	-10	-2.3	14	-5	2	-9	-0.1
Cc1nnc(SCC(=O)N2CCc3ccccc32)s1	-2	93	1	4	-1.3	-3	-1	16	11	0.0
Cc1nc(C)c(C(=O)N(c2ccc(C)c(C)c2)C(C(=O)NCc2ccco2)c2ccccc2)s1 (stereo unspecified)	-4	98	-4	5	0.5	-2	3	0	-2	0.2
O=C(Nc1ccc(S(=O)(=O)Nc2ccccn2)cc1)c1cccc([N+](=O)[O-])c1	-1	103	·	-2	-3.4	·	2	7	-4	0.1
Cc1nn(C(=O)Cn2cc([N+](=O)[O-])cn2)c(C)c1Cl	4	96	2	-4	1.8	-4	-3	17	8	-0.1
(further entries)
SMILES	Granule exo inh	ABCB6 inh 2	N-glyco inh	ABHD5-PLIN5 inh	MC4R ag barr	Vif inh	TLR9-MyD88 block	MC4R antag cAMP	NOD2 RIPK2 PPI	aDG glyco up
CC(C)C(NS(=O)(=O)c1ccc2c(c1)oc(=O)n2C)C(=O)N1CCN(C2CCCCC2)CC1 (stereo unspecified)	-10	104	-1	-12	-0.2	2	-8	23	2	-0.1
COC(=O)c1ccc(CNC(=O)C2CCC(=O)N(CCc3ccccn3)C2)cc1 (stereo unspecified)	-8	99	3	10	-0.5	·	2	0	-1	-0.4
Cc1ccc(S(=O)(=O)N(CC(O)CN2CCCCC2)c2ccccc2)cc1 (stereo unspecified)	-2	99	-3	-4	1.7	·	-11	3	-2	-0.2
N#Cc1ccc(S(=O)(=O)N2CCCCC2c2cc(C(=O)N3CCOCC3)no2)cc1 (stereo unspecified)	-2	104	1	4	-0.1	-6	·	9	-19	-0.2
CCCN(Cc1nc2cc(Cl)ccc2c(=O)[nH]1)C(=O)c1ccc(S(=O)(=O)N2CCCC2)cc1	-5	101	11	-4	-2.2	-2	-2	16	1	-0.2
COC(=O)c1cn(NC(=O)c2ccccc2[N+](=O)[O-])c(=O)c2ccccc12	0	98	1	4	0.1	-1	3	12	-2	0.1
Cc1nn(C)c(C(=O)NNC(=S)NCC(C)C)c1Cl	-8	97	2	-3	-2.1	-8	1	10	-4	0.1
COc1ccccc1C(=O)OCc1nc(N)nc(Nc2ccccc2C)n1	-1	99	3	4	-0.8	44	-13	-6	2	0.4
Cn1c(O)c(N=NC(=O)Cc2c[nH]c3ccccc23)c2ccccc21	-1	105	0	-2	0.1	-8	-1	-24	-13	0.1
CCn1c(SCC#N)nc2c(c1=O)C1(CCCC1)Cc1ccccc1-2	-2	71*	-3	-7	0.4	-3	-4	-3	-6	-0.1

Complete entries, quoted from the list. Values in the order: Granule exo inh | ABCB6 inh 2 | N-glyco inh | ABHD5-PLIN5 inh | MC4R ag barr | Vif inh | TLR9-MyD88 block | MC4R antag cAMP | NOD2 RIPK2 PPI | aDG glyco up
Listed for N#Cc1ccc(S(=O)(=O)N2CCCCC2c2cc(C(=O)N3CCOCC3)no2)cc1 (stereo unspecified) → -2 | 104 | 1 | 4 | -0.1 | -6 | · | 9 | -19 | -0.2
Listed for Cc1nn(C)c(C(=O)NNC(=S)NCC(C)C)c1Cl → -8 | 97 | 2 | -3 | -2.1 | -8 | 1 | 10 | -4 | 0.1

Next section
SMILES	Granule exo inh	ABCB6 inh 2	N-glyco inh	ABHD5-PLIN5 inh	MC4R ag barr	Vif inh	TLR9-MyD88 block	MC4R antag cAMP	NOD2 RIPK2 PPI	aDG glyco up
COc1cccc(CNC(=O)COC(=O)c2ccc(Cl)s2)c1	-6	104	1	-3	-0.1	-18	-6	5	-18	-0.3
CC(C)c1c(O)nc(SCc2ccccc2)[nH]c1=O	-4	184	1	4	-1.3	·	5	4	-4	0.0
Cc1cc(C(=O)N/N=C/c2sccc2C)no1	3	100	1	-2	-1.6	·	5	11	9	-0.1
O=C(COC(=O)c1ccc(F)cc1Cl)NC(=O)NC1CCCC1	1	88	7	-8	0.7	22	4	-4	-8	-0.1
O=C(CN1C(=O)CSC1=O)N1CCCC(Nc2ccc(F)cc2)C1 (stereo unspecified)	-3	101	2	-8	-2.1	0	-3	3	6	-0.3
Cc1onc(-c2ccccc2Cl)c1C(=O)OCn1nnc2ccccc2c1=O	2	92	-3	-11	0.5	-15	-9	3	-5	-0.2
CCC(=O)c1ccc(OCC(=O)Nc2nc(C)cs2)cc1	0	99	0	-2	-1.9	0	6	-4	-5	-0.1
CCOc1ccc(NC(=O)Cn2nnc3c(cnn3-c3ccc(F)cc3)c2=O)cc1	-4	94	1	-1	-3.6	8	8	14	-17	-0.4
